KDM5B inhibitor: KDM5B demethylase inhibition; AID 1347165; Potency, µM (highest dose often 57.7 µM), for inactives: top-dose activity change, negative = inhibition, most hits filed as inhibitors; Q9UGL1; KDM5B demethylase, FDH-coupled NADH fluorescence (FDH is formaldehyde dehydrogenase); 220,000 compounds, 2.6% hits; active means well fitted inhibition curve with a large enough effect; inconclusive means small, poorly fitted or top-dose-only effect; inactive means no such curve, though single readings can be large or run the other way; further: 0% is about no effect; nearly all actives have a fitted effect of over 70% in size
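KDM5BΔAP (200 nM final) in 50 mM HEPES pH 7.5, 0.01% Tween-20 was preincubated 10 min at RT with compound over a concentration range. Substrate mix (H3K4me3 12.5 µM, α-KG 25 µM, Fe²⁺, ascorbate, NAD⁺, FDH) was added, and NADH fluorescence change over 30 min gave dose-response curves.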
Numbers without * were called inactive; ? = inconclusive; [ ] = dose if it differs, or a comment. Potency means the concentration at half of the fitted maximal effect.

canonical_smiles | KDM5B inhibitor
CC1CCN(CC2CCCCCN2C(=O)Nc2ccc3c(c2)OCCO3)CC1 (centres undefined) | 21%
O=C(N1CC=C(c2ccc(F)cc2)CC1)C12CNCC1CNC2 (centres undefined) | ?
CN1CCN(c2ccc3ncc(Nc4ccc(OC(F)(F)F)cc4)n3n2)CC1 | 32µM*
CCCNC(=O)NC(=O)COC(=O)c1ccc2ccccc2n1 | -14%
Cc1ccc2nc(-c3c[nH]c4ccccc34)c(Nc3ccccc3)n2c1 | ?
O=C1CC(c2ccccc2)CC(O)=C1C=NCCO (centres undefined) | 10%
O=C(Cc1cccc(Cl)c1)N1CCC2(CC1)CN[S+](=O)([O-])c1cccnc1O2 | 79µM*
CCCSc1ncc(Cl)c(C(=O)Nc2ccc(S(=O)(=O)N3CCC(C)CC3)cc2)n1 | -12%
COCCN1CCC(N2CCN(S(=O)(=O)c3ccc(C)cc3C)CC2)C1=O (centres undefined) | -1%
CC(C)CN1CCC(O)(c2csc(CN3CCN(c4ccccn4)CC3)n2)CC1 | -29%[86.2 µM]
Cc1cnc(NC(=O)c2csc(NC3CCCC3)n2)s1 | -16%
CC1=CC(C)(C)NC(=S)N1c1cc(C)ccc1C | -11%
Cc1nc2ccc(NC(=O)CC3C=CCC3)cc2s1 (centres undefined) | 28%
O=C(CN(C(=O)CNS(=O)(=O)c1ccc(F)cc1)c1ccccc1F)NCc1ccco1 | -20%
COc1ccc(N2CCN(C(=O)c3ccc4c(c3)N(Cc3ccc(F)cc3)C(=O)c3ccccc3S4=O)CC2)cc1 (centres undefined) | -17%
O=C(/C=C/c1ccc2c(c1)OCCO2)c1ccccc1 | -14%
CC(=O)N1CCC(NC(=O)Cn2c(C)cc3ccccc32)CC1 | -17%
Cn1c(=O)[nH]c(=O)c2c1nc(Sc1ncccn1)n2CCCc1ccccc1 | 9%
COc1ccccc1NC(=O)N1C[C@@H](F)C[C@H]1C(=O)N1CCc2ccccc2C1 | 20%
O=C(C1=NN[C@@H]2C(=O)N(c3cccc(F)c3)C(=O)[C@H]12)c1cnccn1 | -35%
O=C(NCC1CCOCC1)C1c2ccccc2C(=O)N(Cc2ccccc2)C12CCCC2 (centres undefined) | -8%
N#Cc1ccc(CN2CCC3(COc4ncccc4[S+](=O)([O-])N3)C2)cc1 (centres undefined) | 6%[115 µM]
CCOC(=O)c1ccc(N2C(=O)c3n[nH]c(-c4cccs4)c3C2c2cccc(F)c2)cc1 (centres undefined) | 11%
CC(C)C(=O)NC(=S)Nc1ccc(Cl)cc1 | -28%
Cc1cc(C(=O)NCCc2noc(-c3ccccc3)n2)nn1C | 6%
O=C(O)CNc1nc(-c2ccccc2)nc2c1oc1ccccc12 | 27%
O=C(Cn1ccn2nc(-c3ccc(F)cc3)c(CO)c2c1=O)NCc1ccccc1Br | 22µM*
O=C(CSc1ncnc2ccccc12)Nc1ccccc1OC(F)F | 7%
Cc1ccc(CCN2CCC3(Cc4ccccc4CN([S+](C)(=O)[O-])C3)C2)cc1 (centres undefined) | ?
COc1ccccc1Cc1nc2ccccc2nc1SCC(=O)N1CCCc2ccccc21 | -25%
CCN(CC)CCCNC(=O)NC12CC3CC(CC(C3)C1)C2 | 4%
Cc1cc(NC(=O)/C=C\C(=O)O)c([N+](=O)[O-])cc1C | -4%
O=C(Cc1cccc(F)c1)N1CCC2(CC1)NC(=O)N(c1cccc(F)c1)N2 | -10%
COc1cccc2ccc(N3CCN(Cc4ccccc4)CC(O)C3)nc12 (centres undefined) | ?
O=S(=O)(NC1CCCN(c2nc3ccccc3s2)C1)N1CCCC1 (centres undefined) | -14%
Cc1nc2n(c1C(=O)N(C)C)CCN(C(=O)c1cc(=O)n(C)c(=O)n1C)C2 | ?
O=C(COC(=O)C1C=CCCC1)c1cccc([N+](=O)[O-])c1 (centres undefined) | 3%
COc1ccc(N2CCN(C(=O)c3ccc(N4CC5CC(C4)[C@H]4CCCC(=O)N4C5)nc3)CC2)cc1 (some centres undefined) | ?
COc1ccc(-n2nc(C3CCN(C(=O)C(C)(C)C)CC3)[nH]c2=O)cc1 | 3%
CCOc1ccc(CC(=O)N/N=C/c2cccnc2)cc1 | 21%
COc1ccc(C(=O)N2C[C@@H]3OCC(=O)N(CC4CCCCC4)[C@@H]3C2)cc1 | 15%[86.2 µM]
CCCCN(C)C(=O)c1ccc2c(c1)N(Cc1cccc(Cl)c1)C(=O)c1ccccc1S2=O (centres undefined) | ?
CC(C)c1nc2c(c(-c3ccc(O)cc3)n1)CCN(Cc1ccccc1C(F)(F)F)CC2 | -32%
COc1ccc(CCNc2cc(C)[nH]c(=O)c2)cc1OC | 14%
COC(=O)c1cc(NC(=O)c2nc3ccccc3nc2N2CCCC2)cc(C(=O)OC)c1 | 18%
COc1ccc(CCN2C(=O)N(c3ccc(F)cc3)C(=O)C2CC(=O)Nc2ccc(OC)cc2)cc1 (centres undefined) | -22%
COc1ccc(CNc2oc(-c3ccc(C)cc3)nc2C#N)cc1 | -30%
Cc1ccc(C(O)Cn2ccn3nc(-c4ccc(F)cc4)cc3c2=O)cc1C (centres undefined) | -22%
Cc1noc(C)c1-c1cc2cc(CN(C)C)oc2c(N2CCN(c3ccccn3)CC2)n1 | ?
CONC(=O)Cc1ccc(OC)cc1 | 16%
CC(C)N(Cc1ccccc1)C(=O)COc1ncnc2c(Cl)cc(Cl)cc12 | 5%
Cc1ccc2c(c1)N1C(=O)OC[C@@H]1CCN(C(=O)c1ccc(C(F)(F)F)cc1)C2 | 0%[86.2 µM]
O=C(Nc1cccc(-c2nnc3n2CCCC3)c1)c1ccc(Cl)cc1 | -7%
COCCn1cc2c3c(cccc31)CN(C(=O)c1cc(F)ccc1Cl)CC2 | ?
CC(C)c1nc2sc3c(c2c(=O)[nH]1)CC(C)(C)OC3 | -17%
CC(=O)N1CCCc2cc(S(=O)(=O)N(C)CC(=O)Nc3ccc(Cl)cc3C)ccc21 | -2%
COc1ccc(CC(=O)Nc2ccc(-c3nc4ccccc4s3)cc2Cl)cc1 | ?
O=C(NCCc1ccc(Cl)cc1Cl)C1CNCCO1 (centres undefined) | 3%
CCCCn1nc(C(=O)NCC(F)(F)F)c2ccccc2c1=O | -13%
CCN1C(=O)C(Cc2nc3ccccc3c(=O)n2-c2ccccc2)c2cc(Br)ccc21 (centres undefined) | ?

Structural class: the compounds so far with a CF3 group
canonical_smiles | KDM5B inhibitor
CN1CCN(c2ccc3ncc(Nc4ccc(OC(F)(F)F)cc4)n3n2)CC1 | 32µM*
CC(C)c1nc2c(c(-c3ccc(O)cc3)n1)CCN(Cc1ccccc1C(F)(F)F)CC2 | -32%
Cc1ccc2c(c1)N1C(=O)OC[C@@H]1CCN(C(=O)c1ccc(C(F)(F)F)cc1)C2 | 0%[86.2 µM]
CCCCn1nc(C(=O)NCC(F)(F)F)c2ccccc2c1=O | -13%

Later entries:
SMILES	KDM5B inhibitor
Cc1c(Cl)cccc1NC(=O)c1nc2ccccc2nc1N1CCN(C)CC1	-2%
COc1ccc(-c2c(NC(=O)c3ccco3)n(-c3ccc(C)cc3)nc(C)c2=O)cc1	-4%
Cc1ccc2c(C(=O)O)csc2c1	-1%
Cc1ccc(C(C(=O)NCc2c(C)n[nH]c2C)N(C)C)cc1 (centres undefined)	-17%
CCNC(=O)CN1CCN(C(=O)[C@@H](N)Cc2cnc[nH]2)CC1	?
C#CCNC(=O)c1ccc(-n2ccc(C(F)(F)F)n2)cc1	6%
NC(=O)C1CCN(C(=O)c2ccc(Oc3cc(Cl)cc(Cl)c3)o2)CC1	21%
COC(=O)[C@H](CC(C)C)N(CCc1cn(Cc2ccccc2)nn1)S(=O)(=O)c1ccccc1Br	9%
COc1ccccc1Cc1nc2ccccc2nc1SCC(=O)Nc1ccc2c(c1)OCO2	11%
CN(Cc1ccccc1)c1oc(COc2ccc(F)cc2)nc1C#N	-2%

In a second layout: 3 of the compounds above
KDM5B inhibitor,molecule
-17%,Cc1ccc(C(C(=O)NCc2c(C)n[nH]c2C)N(C)C)cc1 (centres undefined)
-4%,COc1ccc(-c2c(NC(=O)c3ccco3)n(-c3ccc(C)cc3)nc(C)c2=O)cc1
-2%,CN(Cc1ccccc1)c1oc(COc2ccc(F)cc2)nc1C#N

(listing goes on)
SMILES	KDM5B inhibitor
Cc1cnc(C(=O)OCC(=O)N=c2sccn2Cc2ccccc2Cl)cn1	-8%
COc1ccc(CN2CCN(C(=O)c3cc4c(s3)CCC4)CC2)cc1	-4%
O=C1NCCCCCCN(C(=O)C2CCCCC2)[C@H]2CCCC[C@@H]12	-23%
COc1ccc(Cl)cc1NS(=O)(=O)c1cccc(C(=O)N2CCc3sccc3C2)c1	-4%
C=CCn1c(N2CCN(Cc3ccc(Cl)cc3Cl)CC2)nc2c1c(=O)[nH]c(=O)n2C	10%
COc1ccc(-c2ccc(=O)n(C3CCc4ccccc4NC3=O)n2)c(F)c1 (centres undefined)	-39%
Cc1c(C(=O)NCC(c2ccco2)N2CCOCC2)oc2ccccc12 (centres undefined)	11%
Cc1cc(C)cc(C(=O)Nc2ccc(-c3cn4cccnc4n3)cc2)c1	?
CC1CCN(c2nc3c(c(=O)n(C)c(=O)n3C)n2CC(=O)c2ccc(Br)cc2)CC1	-3%
COc1ccc(CCNC(=O)CCCCC(=O)NCCc2ccc(OC)c(OC)c2)cc1OC	7%
COc1ccc(C(=O)n2nc(-c3ccc(C)cc3)nc2N)cc1	-7%
CCSc1nnc2c(n1)OC(CC)N(C(C)=O)c1ccccc1-2 (centres undefined)	?
CCN(CC)CCNC(=O)c1ccc(NC(=O)C2CCN(c3ncnc4sc(C)c(C)c34)CC2)cc1	29%
CC1=C[C@@H](CNC(=O)COc2ccccc2)[C@H](C(C)C)C[C@H]1Cc1nc2ccncc2[nH]1	0%[86.2 µM]
CCOc1ccc(-c2cc3c(N4CCC(C(=O)NCc5cccs5)CC4)nccn3n2)cc1	-18%
COCC(=O)N1CCN(C(=O)c2cccc(F)c2)C[C@H]1C(=O)N[C@H](C)C(=O)OC	9%[86.2 µM]
C/C(=N\NC(=O)c1cc(-c2ccc(O)cc2)nc2ccccc12)c1cccnc1	-2%
CCc1ccc(OCC(=O)Nc2c(C(=O)c3ccccc3)oc3ccccc23)cc1	?
COc1ccccc1N1CCN(C(=O)CCc2ccccc2C)CC1=O	-21%
COc1ccc(CCC(=O)N2CCC[C@H]2c2nc(-c3ccc(OC)c(OC)c3)no2)cc1	6%

Rewritten with the structure last: entries from further up
| KDM5B inhibitor | mol |
| --- | --- |
| -7% | COc1ccc(C(=O)n2nc(-c3ccc(C)cc3)nc2N)cc1 |
| ? | CCSc1nnc2c(n1)OC(CC)N(C(C)=O)c1ccccc1-2 (centres undefined) |
| 29% | CCN(CC)CCNC(=O)c1ccc(NC(=O)C2CCN(c3ncnc4sc(C)c(C)c34)CC2)cc1 |
| 0%[86.2 µM] | CC1=C[C@@H](CNC(=O)COc2ccccc2)[C@H](C(C)C)C[C@H]1Cc1nc2ccncc2[nH]1 |
| -18% | CCOc1ccc(-c2cc3c(N4CCC(C(=O)NCc5cccs5)CC4)nccn3n2)cc1 |

Next records.
SMILES	KDM5B inhibitor
Cc1ccc(-c2cc3nccc(-c4cc([N+](=O)[O-])ccc4O)n3n2)cc1	?
COC[C@@H]1CN(C(=O)c2occc2C)C[C@H]1c1ccccn1	17%
CCNc1nccc(N2CCC(CC(=O)NCCCOC)CC2)n1	3%
O=C1NC2(CN(Cc3ccc(F)cc3)C2)Oc2ccccc21	28%[86.2 µM]
COC(=O)c1ccc2nc(C)cc(Nc3ccc(N(C)C)cc3)c2c1	-28%
COc1ccc2c(c1)sc1ncc(C(=O)NCc3cccc(C)c3)c(=O)n12	-1%
COc1ccc(OCc2nc3c(n2Cc2ccccc2)C(=O)N(Cc2ccccc2C#N)CCN3)cc1OC	-18%
C=Cc1ccc(Cn2c(C(=O)O)c(CNCCc3ccccc3)c3ccc(C)cc32)cc1	?
Cc1cc(NC(=O)CSc2nc3c([nH]c4ccccc43)c(=O)n2-c2ccccc2)no1	?
COCCNC(=O)[C@H]1C[C@H](Oc2cccnc2)CN1C(=O)Cc1cccc(OC)c1	13%
Cc1ccc2c(CN3CCc4cc(S(N)(=O)=O)ccc43)cc(=O)oc2c1C	-4%
Cc1cc(C)cc(NC(=O)C2CCCN(C(=O)c3cnn(-c4ccccc4)c3-n3cccc3)C2)c1 (centres undefined)	-7%
O=S(=O)(Cc1ccccc1F)CC1COc2ccccc2O1 (centres undefined)	14%
O=C(CCn1nc(-c2ccccc2)c2ccccc2c1=O)Nc1cccc(Br)c1	-14%
Cc1ccc(-c2nnc(SCc3cccc(S(=O)(=O)N4CCOCC4)c3)n2N)cc1	-7%
Cc1ccccc1Nc1nc(N)nc(COC(=O)c2nn(C)c(=O)c3ccccc23)n1	10%
COc1cc(OC)cc(C(=O)Nc2cc3nn(-c4ccccc4)nc3cc2Cl)c1	?
N#Cc1cccc(-c2cn3c(n2)N(C(=O)c2cccc(F)c2)CCC3)c1	22µM*
Oc1ccc(Nc2nc(-c3ccccc3F)nc3ccccc23)cc1	-1%
CNS(=O)(=O)c1ccc(CCC(=O)N2Cc3nnc(C)n3C(C)C2)cc1 (centres undefined)	-13%
Cc1cc2n(n1)C(c1cc(C(C)(C)C)c(O)cc1O)Nc1ccccc1-2 (centres undefined)	?
O=C(NCCc1ccc(C(F)(F)F)cc1)C1CC2CCCC(C1)C2=O (centres undefined)	0%
CC(CNC(=O)CCC1CCCC1)NC(=O)CCC1CCCC1 (centres undefined)	2%
Cc1cc(C[C@@H]2COC[C@@H]2NC(=O)CCc2ccc(=O)[nH]n2)on1	-6%
Cc1ccc2c(Cl)cc(Cl)c(OCC(=O)N3CCCCCC3)c2n1	?

From PubChem BioAssay

This is a subset. The share of hits here may be higher or lower than overall.
